# FBW7 activator: human FBW7 E3 ligase activation, primary screen; normalized activity (activation), % at 26.1 µM; 650,000 tested, 0.13% active; AlphaScreen FBW7–phospho-cyclin E peptide binding, activator screen; in the data active = normalized activity above about 1.9%;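 note: purified mutant Fbw7 with reduced substrate affinity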
# MITF primary: inhibitors of human MITF. O75030. AlphaScreen MITF homodimerization, bead proximity signal. inhibition, % at 2.6 µM. 650,000 tested, 0.91% active. AID 1259374; in the data active = inhibition above about 50%;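 note: 0% = vehicle wells with protein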
# Target sequence (O75030 whole entry, looked up): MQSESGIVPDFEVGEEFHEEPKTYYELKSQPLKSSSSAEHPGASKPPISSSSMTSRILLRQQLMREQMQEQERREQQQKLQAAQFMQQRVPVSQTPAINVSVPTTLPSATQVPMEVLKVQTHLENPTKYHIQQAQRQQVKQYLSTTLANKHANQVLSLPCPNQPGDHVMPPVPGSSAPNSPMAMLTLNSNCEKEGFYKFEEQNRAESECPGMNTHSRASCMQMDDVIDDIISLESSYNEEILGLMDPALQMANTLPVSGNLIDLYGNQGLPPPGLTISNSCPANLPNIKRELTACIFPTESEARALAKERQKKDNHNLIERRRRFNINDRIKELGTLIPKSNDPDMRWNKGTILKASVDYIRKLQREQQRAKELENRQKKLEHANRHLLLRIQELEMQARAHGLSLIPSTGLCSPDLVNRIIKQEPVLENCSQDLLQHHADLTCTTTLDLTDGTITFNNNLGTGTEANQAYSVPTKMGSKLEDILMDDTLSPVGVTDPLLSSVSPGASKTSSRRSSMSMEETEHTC
# GPR151 activ: human GPR151 activation. Q8TDV0. PathHunter beta-arrestin GPR151 cells, luminescence. 650,000 tested, 1% active. activation, % at 11.2 µM; in the data active = activation above about 4.9%;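 note: 0% = median of compound wells and 100% = cells with positive control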
# Target sequence (Q8TDV0 whole entry, looked up): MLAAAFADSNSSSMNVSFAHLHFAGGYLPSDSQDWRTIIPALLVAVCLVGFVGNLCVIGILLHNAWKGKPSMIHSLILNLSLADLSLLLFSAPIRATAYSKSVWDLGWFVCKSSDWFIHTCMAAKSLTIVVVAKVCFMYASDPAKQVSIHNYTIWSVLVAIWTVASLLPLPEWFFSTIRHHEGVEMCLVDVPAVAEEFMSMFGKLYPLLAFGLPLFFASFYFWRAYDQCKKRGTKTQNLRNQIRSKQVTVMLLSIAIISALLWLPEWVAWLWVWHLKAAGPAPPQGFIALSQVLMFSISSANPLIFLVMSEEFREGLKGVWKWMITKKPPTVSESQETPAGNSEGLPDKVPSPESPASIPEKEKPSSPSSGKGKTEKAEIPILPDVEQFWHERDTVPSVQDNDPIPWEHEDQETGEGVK
# TEAD-YAP inh: TEAD-YAP interaction inhibition; AID 1259422; HEK-TIYL cells, TEAD-Gal4/YAP UAS-luciferase luminescence; 640,000 tested, 1.4% active; inhibition, % at 9.12 µM; in the data active = inhibition above about 32%;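 note: 0% = median of test compound wells and 100% = reference inhibitor wells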
# * = called active by the depositor; & = joins results of further samples.
canonical_smiles	FBW7 activator	MITF primary	GPR151 activ	TEAD-YAP inh
CCOC(=O)NC(Nc1cc(C)ccc1C)C(=O)c1ccccc1 (stereo unspecified)	0.0	-10	1.6	1
CCc1ccc(CN2Cc3ccccc3OC(C)C2)o1 (stereo unspecified)	0.7	-8	-1.0	6
COc1cccc(OC)c1C(=O)NC1CCCCC1	0.0	-1	1.1	3
CC(=O)Nc1ccc(OCCC[n+]2cccc(C(=O)O)c2)cc1	0.1	-12	1.3	3
O=C(c1cc2ccccc2oc1=O)N(Cc1cccs1)Cc1cccs1	0.3	15	-0.6	2
COc1ccc(/C=C2\CC/C(=C\C=N\N(C)C)C2=O)cc1OC	-0.2	7	0.2	7
COc1ccc(-n2nc([N+](=O)[O-])c(=Nc3cc(C)c(Cl)cc3OC)n2O)cc1	0.4	16	-2.3	6
CCCCOCC1CC(c2ccccc2)C(=O)CS1 (stereo unspecified)	-0.1	-7	-0.7	-3
CCOC(=O)c1ccc(CN(Cc2ccc(C)cc2)S(=O)(=O)c2ccc(Br)cc2)cc1	0.5	7	-0.5	-5
N#CC(C#N)=C1Nc2ccccc2N=C1[n+]1cccc(NC(=O)c2cccs2)c1	-0.1	13	0.4	11
O=C(CCCN1C(=O)c2ccccc2C1=O)c1ccc(F)cc1	0.1	3	0.5	-39
O=C(Cc1cc(F)cc(F)c1)N1CCC2(CC1)OCc1ccccc1O2	0.2	18	0.3	7
CC(C)N1CCC(N2CCN(Cc3cccc(OCCO)c3)CC2CCO)CC1 (stereo unspecified)	0.0	18	0.9	4
O=C(CSc1ccccc1C(=O)O)NCc1cccs1	0.1	4	-1.1	-5
CCOc1ccccc1/C=C1\C(=O)NC(=O)N(c2cccc(Br)c2)C1=O	-0.1	6	1.6	6
COC(CNC(=O)c1ccc2c(=O)n(Cc3ccc(Cl)cc3)c(=S)[nH]c2c1)OC	-0.1	-12	-0.2	6
CCOC(=O)C(C)Sc1nc(-c2ccccc2)cc(-c2ccc(F)cc2)c1C#N (stereo unspecified)	-0.1	7	0.1	1
Nc1nncn1C(=O)COc1ccc(Br)cc1Cl	0.1	12	-1.3	4
COc1cc(C2C(C#N)=C(N)N(c3cccnc3)C3=C2C(=O)CCC3)ccc1O (stereo unspecified)	0.0	-9	0.1	-8
COc1ccc(/C=C(\C#N)c2nc(-c3ccco3)cs2)cc1OC	0.1	19	0.0	-6
Clc1ccccc1C1CC(c2cccs2)Nc2ncnn21 (stereo unspecified)	0.2	15	0.4	18
CSc1nc(NCCNS(=O)(=O)c2ccc(Cl)cc2)nc(N(C)C)n1	-0.1	0	-0.7	-4
CC(C)c1ccc(N(C)C(=O)CNC(=O)Cn2cnc3ccccc3c2=O)cc1	0.0	5	0.3	8
O=C(O)c1c(CNCCCc2ccccc2)c2ccccc2n1Cc1ccc(Cl)cc1	-0.2	-2	1.1	12
O=C(N/N=C\c1ccccc1Cl)c1cnccn1	0.0	8	-2.1	-49
CC(C)OC(=O)CN1CCN(CC(=O)Nc2ccc(Br)cc2)CC1	-0.1	-5	1.4	-2
COc1ccc2c(c1)C(NC(C)=O)C(=O)N2C (stereo unspecified)	0.1	13	-0.5	8
CC(=O)c1ccccc1NC(=O)c1nc2nc(C)cc(C)n2n1	0.0	-2	0.3	8
Cc1ccc(C)c(N2C(=O)/C(=C/c3ccc(-c4ccc(Br)cc4)o3)C=C2c2ccccc2)c1	0.0	-5	-0.6	0
CC1=C(C(=O)OC(C)(C)C)C(c2ccc(Cl)cc2)C(C#N)=C(SCC(N)=O)N1 (stereo unspecified)	-0.1&-0.1	2&-5	1.0&0.5	3&2

# Reformatted: seven of the compounds above.
# Under each structure: FBW7 activator, MITF primary, GPR151 activ, TEAD-YAP inh
- COc1cccc(OC)c1C(=O)NC1CCCCC1
 : 0.0, -1, 1.1, 3
- CC(=O)Nc1ccc(OCCC[n+]2cccc(C(=O)O)c2)cc1
 : 0.1, -12, 1.3, 3
- O=C(c1cc2ccccc2oc1=O)N(Cc1cccs1)Cc1cccs1
 : 0.3, 15, -0.6, 2
- COc1ccc(/C=C2\CC/C(=C\C=N\N(C)C)C2=O)cc1OC
 : -0.2, 7, 0.2, 7
- COc1ccc(-n2nc([N+](=O)[O-])c(=Nc3cc(C)c(Cl)cc3OC)n2O)cc1
 : 0.4, 16, -2.3, 6
- CCCCOCC1CC(c2ccccc2)C(=O)CS1 (stereo unspecified)
 : -0.1, -7, -0.7, -3
- CCOC(=O)c1ccc(CN(Cc2ccc(C)cc2)S(=O)(=O)c2ccc(Br)cc2)cc1
 : 0.5, 7, -0.5, -5

# (further entries)
canonical_smiles	FBW7 activator	MITF primary	GPR151 activ	TEAD-YAP inh
CCCn1nnc(NC(=O)COc2ccc(C)c(C)c2)n1	1.0	9	3.1	4
Cc1cc(NC(=O)CSc2nc3ccccc3c(=O)n2NC(=O)Cc2ccccc2)n[nH]1	-0.1	-9	-0.2	-8
O=C(c1ccc([N+](=O)[O-])cc1)N(Cc1ccc(Cl)cc1)N1C(=O)CCCC1=O	-0.1	-3	2.3	-10
CCC1CN(CC(=O)NCc2nc(C)cc(C)n2)Cc2cc(OC)ccc2O1 (stereo unspecified)	-0.1	-17	-0.5	7
NC(C(=O)N1CCC(Nc2ccc3[nH]ncc3c2)C1)c1cccc(F)c1 (stereo unspecified)	0.4	25	0.2	0
COC(=O)c1ccc(C2C(C(C)=O)=C(O)C(=O)N2CC#N)cc1 (stereo unspecified)	0.1	6	-0.5	0
Cc1ccccc1CC1(C2CCN(C(=O)C(C)C)CC2)NC(=O)N(CCCN(C)C)C1=O (stereo unspecified)	0.2	5	0.2	0
CCOC(=O)C1=C(C)N=c2s/c(=C\c3ccc(-c4ccc(C)c([N+](=O)[O-])c4)o3)c(=O)n2C1c1ccc(N(C)C)cc1 (stereo unspecified)	-0.3	6	0.9	-2
CC(C)Cn1c(SCC(=O)Nc2ccc(C(N)=O)cc2)nnc1-c1ccccc1F	0.3	-12	-1.0	-5
O=C1N=C(N2CCCCC2)CN1c1ccccc1	0.8	2	1.7	-6
COc1cc(Cl)cc(-n2nc(C(=O)NCC(=O)NCc3ccccc3OC)c3ccccc3c2=O)c1	-0.1	6	1.5	25
CCc1ccc(NC(=S)N(CCN2CCCCC2)Cc2ccco2)cc1	-0.1	6	2.9	4
O=C(O)/C=C/C(=O)N1CCN(c2cccc(Cl)c2)CC1	-0.1	-6	0.2	6
CCn1cc(C(=O)Nc2ccc(SC(F)F)cc2)c(=O)c2ccc(C)nc21	0.0	6	0.3	4
COc1ccc(-c2nnc(SCC(=O)Nc3cccc(Cl)c3)nc2-c2ccc(OC)cc2)cc1	-0.1	2	0.3	2
CC1(C)CC(NCc2ccc(Cl)c(Cl)c2)CC(C)(C)N1	-0.1	7	0.7	-8
COc1cc(/C=C/c2nc3cc(Cl)ccc3c(=O)n2-c2ccc(C)cc2C)cc(OC)c1OC	0.0	-4	0.1	2
C/C(=N/NC(=O)c1ccccc1)C1C(=O)c2ccccc2C1=O	0.0	9	-1.6	-42
CC(N=C1NC(=O)/C(=C/c2ccccc2-n2cccn2)S1)C(=O)O (stereo unspecified)	0.0	-2	1.6	0
CS(=O)(=O)c1ccc(-c2ccnc(Nc3ccc(-n4cncn4)cc3)n2)cc1	-0.3	8	0.5	5
O=C(OCc1ccc([N+](=O)[O-])cc1)C1CCN(S(=O)(=O)c2ccc([N+](=O)[O-])cc2)CC1	0.8	11	-0.7	5
C[C@@H]1CN(Cc2nnnn2CC(=O)NC2(c3ccccc3)CC2)C[C@H](C)O1	-0.1	-17	-0.3	3
CC1=NN(c2ccccc2)C(=O)/C1=C\c1cc(C)n(-c2cc(C)cc(C)c2)c1C	-0.5	-5	-0.8	-1
CC(C)(C)c1ccc(CSc2nc3ccsc3c(=O)n2Cc2ccccc2)cc1	0.2	4	-0.5	2
COc1cccc(C(=O)Nc2nnc(-c3ccncc3)s2)c1OC	-0.7	1	-1.2	-43
CCOC(=O)c1cccc(NC(=O)CCS(=O)(=O)c2ccc(Br)s2)c1	-0.1	-4	0.2	0
Cc1ccc(-n2c(-c3cccc([N+](=O)[O-])c3)n[nH]c2=S)c(C)c1	-0.1	4	-0.9	-1
COc1cc(OC)c(/C=C/C(=O)O)cc1Br	-0.2	-4	0.1	-7
CCCC(C)NC(=O)CN(c1ccccc1OC)S(C)(=O)=O (stereo unspecified)	0.2	11	-0.4	-1
CCOC(=O)CC(=O)CSc1nc2c(sc(=S)n2-c2ccc(CC)cc2)c(=O)n1-c1ccccc1	-0.2	-9	-0.2	-3

# Part of the list above, set out differently:
COc1ccc(-c2nnc(SCC(=O)Nc3cccc(Cl)c3)nc2-c2ccc(OC)cc2)cc1
- FBW7 activator: -0.1
- MITF primary: 2
- GPR151 activ: 0.3
- TEAD-YAP inh: 2

CC1(C)CC(NCc2ccc(Cl)c(Cl)c2)CC(C)(C)N1
- FBW7 activator: -0.1
- MITF primary: 7
- GPR151 activ: 0.7
- TEAD-YAP inh: -8

COc1cc(/C=C/c2nc3cc(Cl)ccc3c(=O)n2-c2ccc(C)cc2C)cc(OC)c1OC
- FBW7 activator: 0.0
- MITF primary: -4
- GPR151 activ: 0.1
- TEAD-YAP inh: 2

# Additional entries
canonical_smiles	FBW7 activator	MITF primary	GPR151 activ	TEAD-YAP inh
C=CCn1c(SCC(=O)Nc2ccc(C)cc2C)nc2ccccc2c1=O	0.0	-17	-1.9	0
CC(C)c1ccc(/C=N\NC(=O)c2ccccc2)cc1	0.3	-7	-2.6	-38
COc1ccc(-c2cncc(C(=O)NC3CC3)c2)cc1	0.0	-2	-0.3	-19
CC(C)c1ccc(NC2=CC(=O)CCC2)cc1	0.3	1	0.4	-1
O=C(C1C2CCCCC21)N1CCc2ccccc21 (stereo unspecified)	-0.1	0	1.9	-10
Cc1cc(=O)nc2c3ccccc3n(CC(=O)NCc3ccccc3Br)n12	-0.1	9	0.0	-3
CC(C)N(C(=O)COC(=O)CNC(=O)c1ccc(Cl)cc1)C(C)C	-0.1	6	2.1	12
CCOc1ccc(C2C(=O)N(C3CCCCC3)CC(=O)N2Cc2ccccc2OC)cc1OC (stereo unspecified)	-0.3	12	0.5	-8
NC(=O)C1CCN(C2CC(=O)N(c3ccc(Cl)cc3)C2=O)CC1 (stereo unspecified)	0.2	2	0.8	4
CCC(CC)NC(=O)COc1cccc(C)c1	0.0	3	0.2	4
CCc1ccc(NC(=O)[C@H](CCSC)N2Cc3ccccc3C2=O)cc1	0.6	34	-0.4	-8
COc1ccc(Cl)cc1NC(=O)NCc1ccccc1F	0.1	20	3.8	-2
CCOC(=O)C1=C(C)N=c2s/c(=C\c3ccc(OCc4ccc(Cl)cc4)c(OCC)c3)c(=O)n2C1c1ccc(OC)cc1 (stereo unspecified)	0.0	-11	-0.7	-14
CC1=NN(c2ccc(C(=O)OC(C)C)cc2)C(=O)/C1=C\c1ccc(-c2cc([N+](=O)[O-])ccc2C)o1	-0.1	2	-1.2	1
O=C(NCCCN1CCOCC1)c1cc2c(s1)-c1ccc(Cl)cc1SC2	-0.1	4	-2.1	-16
C=CCN1CCN(c2c(Cl)cccc2NC(=O)c2cnc[nH]2)CC1	-0.3	1	0.2	-6
COc1cccc2cc(-c3nc4ccccc4o3)c(=O)oc12	0.0	4	-0.2	6
COc1ccc(C(=O)Nc2cc(Cl)c(Cl)cc2Cl)cc1Br	-0.1	-10	-0.5	-2
COc1ccc2oc(-c3ccccc3)c(OC)c(=O)c2c1	0.0	16	-2.7	-54
CCOCCCN(C(=S)Nc1cc(C)cc(C)c1)C1CCN(C(C)=O)CC1	0.4	14	0.5	6
CCOC(=O)c1c(NC(C)=O)sc(C(=O)Nc2cccc(Cl)c2C)c1C	0.0	-5	-0.5	-6
CCCCC1CN(CCNC(=O)Cc2sc(C)nc2C)Cc2ccccc2O1 (stereo unspecified)	1.2	7	-0.4	-4
COc1ccc(-c2cc(=O)c3ccccc3o2)cc1	0.3&-1.0	9&2	-5.5&-2.4	-45&-46
CCc1ccccc1Nc1nc(-c2ccc(OC)c(OC)c2)cs1	1.3	16	-2.0	-5
COCCOC(=O)c1c(C)oc2c1cc(NS(=O)(=O)c1cccs1)c1ccccc12	0.0	-7	2.4	-12
CC(C)(C)c1cc(CCC(=O)n2[nH]c(=O)ccc2=O)cc(C(C)(C)C)c1O	0.1	7	1.7	6
Cc1cc(C)cc(NC(=O)CN(C)c2nnc(N3CCCC3=O)s2)c1	0.0	5	-0.6	1
Cc1ccccc1C1=NC(c2cc(Cl)cc([N+](=O)[O-])c2O)ON1 (stereo unspecified)	0.1	5	-0.1	1
CCOc1ccc(NC(=O)c2cccc3c2C(=O)N(Cc2cccnc2)C3)cc1	0.2	-3	-0.9	-29
COc1ccc(C(=O)COC(=O)c2ccc(N3C(=O)C4CC=CCC4C3=O)cc2)cc1 (stereo unspecified)	0.7	3	0.1	-6
COc1cc(C2NC(=O)NC2=O)ccc1O (stereo unspecified)	-0.2	3	-0.6	13
CCC1=NN2C(=N)/C(=C/c3cc(Cl)c(OCCOc4ccc(Cl)c(C)c4)c(OC)c3)C(=O)N=C2S1	0.0	0	1.5	-23
Cc1sc2ncn(CC(=O)NCC(=O)NCCN3CCOCC3)c(=O)c2c1C	-0.1	-6	-0.2	-17
COc1ccc(N(CC(=O)Nc2ccccc2F)S(C)(=O)=O)cc1OC	-0.1	-1	1.0	1
